Bioassay records deposited in PubChem BioAssay by National Center for Advancing Translational Sciences (NCATS).
TDP43 rescue: qHTS of TDP-43 Inhibitors; TDP-43 expressing yeast growth rescue, BacTiter-Glo, 24 h; Potency, µM (titrated, usually from 46.1 µM), without a hit: at the top dose growth rescue (activation), hits mostly activators; 410,000 tested, 1.8% active; further: potency means the concentration at half of the fitted maximal effect; % of control where 0% means no effect; nearly all actives have a fitted effect of over 50% in size
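Growth rescue of TDP-43-toxic yeast measured as ATP luminescence (BacTiter-Glo). Cells grown to mid-log in raffinose, induced in galactose at OD600=0.02, exposed to compound 24 hr at 30 deg C.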
FUS yeast rescue: qHTS for Suppressors of FUS Proteinopathy: Primary screen using FUS-linked yeast assay; AID 1347120, 2019; S. cerevisiae FUS-expressing, growth rescue, OD600, 24 h; 390,000 tested, 0.24% active; Potency, µM (highest dose often 76.6 µM), for the others: top-dose growth rescue (activation), most hits filed as activators;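 further: potency means the concentration at half of the fitted maximal effect; plate controls were DMSO vehicle for no effect and reference control for full effect; nearly all actives have a fitted effect of over 55% in size; some results filed as inactive show a strong effect at the top dose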
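Steps: raffinose overnight preculture; dilution to OD 0.005 in 2% galactose minimal medium; compound addition (concentration series); 24hr at 30C, 99% humidity; absorbance read at 600 nm.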
aSyn rescue: qHTS of alpha-syn Inhibitors; Yeast expressing alpha-synuclein, growth rescue, BacTiter-Glo, 24 h; Potency, µM (series often up to 46.1 µM), for the others: top-dose growth rescue (activation), actives largely listed as activators; 370,000 tested, 0.14% active; AID 652106, 2013; further: potency means the concentration at half of the fitted maximal effect; % of control where 0% means no effect; nearly all actives have a fitted effect of over 65% in size
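Readout is rescue of growth in alpha-synuclein-expressing yeast, so inhibitors of toxicity appear as activators. Growth after 24 hr at 30 deg C in galactose medium is quantified by luminescence.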
Abeta yeast res: qHTS for compounds that reverse cellular toxicity of Amyloid beta (A-beta) peptide in yeast: Primary Screen; Potency, µM (titrated, usually from 46.1 µM), without a hit: top-dose growth rescue, usual class: activators; AID 1347071, 2019; yeast expressing A-beta42, growth rescue, OD600, 48 h; response scale: 0% DMSO, 100% iron-clioquinol control; 410,000 tested, 0.063% active; further: potency means the concentration at half of the fitted maximal effect; nearly all actives have a fitted effect of over 55% in size
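Growth rescue measured by 600 nm absorbance after 48 h yeast culture at 30 C with compound. Values normalized between DMSO and an equimolar ferric chloride plus clioquinol control.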
D3 ag: qHTS of D3 Dopamine Receptor Agonist: qHTS. D(3) dopamine receptor (Homo sapiens), P35462. D3R DiscoveRx beta-arrestin cells, luminescence, 90 min. max activation, %. 410,000 tested, 0.58% active; in the data active means max activation above about 30%; further: 0% is about no effect; mostly tested at two doses, the higher about 12 µM
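Agonist-mode cell screen: cells plated at 1500/well and incubated overnight at 37 °C, then exposed to library compounds for 90 min at 37 °C. Detection reagent was added for 30–60 min at room temperature, and luminescence was read.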
EPAC2 antagonist: qHTS for Antagonist of cAMP-regulated guanine nucleotide exchange factor 2 (EPAC2): primary screen. AID 720708, 2013. Rap guanine nucleotide exchange factor 4 (Homo sapiens), Q8WZA2. Potency, µM (top dose mostly 114 µM), for the others: top-dose activity, negative = inhibition, usual class: inhibitors. 360,000 tested, 0.18% active. EPAC2 GEF exchange of Rap1B-BODIPY-GDP, fluorescence; further: potency means the concentration at half of the fitted maximal effect; on the % scale 0 is the no-effect control and ±100 the full control effect; nearly all actives have a fitted effect of over 45% in size; many of its hits are not listed in these tables
Target sequence (Q8WZA2 whole entry, looked up): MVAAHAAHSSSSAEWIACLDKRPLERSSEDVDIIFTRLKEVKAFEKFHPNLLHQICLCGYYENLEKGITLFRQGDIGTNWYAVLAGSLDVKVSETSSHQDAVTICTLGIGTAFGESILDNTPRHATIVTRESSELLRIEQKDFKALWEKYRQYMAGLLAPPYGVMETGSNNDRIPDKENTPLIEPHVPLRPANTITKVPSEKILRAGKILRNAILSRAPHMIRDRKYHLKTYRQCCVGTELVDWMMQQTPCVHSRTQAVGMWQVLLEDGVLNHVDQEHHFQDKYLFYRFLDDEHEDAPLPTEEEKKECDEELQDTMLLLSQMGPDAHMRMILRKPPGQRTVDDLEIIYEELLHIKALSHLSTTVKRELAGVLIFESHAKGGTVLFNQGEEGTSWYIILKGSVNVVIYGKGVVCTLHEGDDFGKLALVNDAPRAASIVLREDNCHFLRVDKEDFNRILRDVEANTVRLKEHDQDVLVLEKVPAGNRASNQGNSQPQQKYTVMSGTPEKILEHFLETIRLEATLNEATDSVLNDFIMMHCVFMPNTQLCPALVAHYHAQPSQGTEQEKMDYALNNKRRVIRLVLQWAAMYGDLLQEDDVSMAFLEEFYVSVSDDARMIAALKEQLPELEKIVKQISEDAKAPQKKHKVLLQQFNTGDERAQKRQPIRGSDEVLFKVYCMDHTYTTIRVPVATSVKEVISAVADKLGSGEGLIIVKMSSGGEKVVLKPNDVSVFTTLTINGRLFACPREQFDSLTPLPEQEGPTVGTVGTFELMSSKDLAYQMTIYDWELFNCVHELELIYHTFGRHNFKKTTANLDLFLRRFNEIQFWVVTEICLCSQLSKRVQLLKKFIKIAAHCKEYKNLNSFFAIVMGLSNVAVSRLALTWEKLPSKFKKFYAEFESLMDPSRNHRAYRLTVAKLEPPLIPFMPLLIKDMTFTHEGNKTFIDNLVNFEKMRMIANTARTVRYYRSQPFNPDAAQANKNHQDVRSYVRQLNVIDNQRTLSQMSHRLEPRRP
EPAC2 ag: qHTS for Agonist of cAMP-regulated guanine nucleotide exchange factor 4 (EPAC2): primary screen; Rap guanine nucleotide exchange factor 4 (Homo sapiens), Q8WZA2; EPAC2 activation, biochemical qHTS; response scale: 100% = 6.5 mM cAMP response; Potency, µM (top dose mostly 154 µM), inactives show top-dose activation, hits mostly activators; 360,000 tested, 0.079% active; further: potency means the concentration at half of the fitted maximal effect; nearly all actives have a fitted effect of over 50% in size
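Guanine nucleotide exchange by EPAC2 is measured as reduced fluorescence of BODIPY-GDP once it is released from 250 nM Rap1B. Plates are read kinetically for 30 min at room temperature; results are scaled to 6.5 mM cAMP.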
DRD3 antagonist: qHTS of D3 Dopamine Receptor Antagonist: qHTS; D(3) dopamine receptor (Homo sapiens), P35462; D3R cells, DiscoveRx beta-arrestin luminescence, antagonist mode; stronger effect = lower value; max response, negative = inhibition, %; 360,000 tested, 2.5% active; in the data active means max response below about -50%; inconclusive means no clear call, values can overlap the other calls; further: on the % scale 0 is the no-effect control and ±100 the full control effect; mostly tested at two doses, the higher about 12 µM
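Cells plated overnight at 1500 cells/well, then exposed to library compounds with dopamine controls for 90 minutes at 37 degrees C. DiscoveRx reagent added for 30–60 minutes at room temperature; luminescence read, quantitative HTS format.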
The depositor's hits bear a star; ? = inconclusive; . = no result given; & = joins results of further samples; [ ] = dose if it differs, or a comment. Unless noted, the call rests on the fitted dose curve; in most records, active means well fitted curve in the direction sought with a large enough effect; inconclusive means small, poorly fitted or top-dose-only effect, or another doubt; inactive means no such curve, though single readings can be large; an effect the other way counts as inactive or inconclusive. An excerpt (hit frequency here may not be typical).

SMILES	TDP43 rescue	FUS yeast rescue	aSyn rescue	Abeta yeast res	D3 ag	EPAC2 antagonist	EPAC2 ag	DRD3 antagonist
CC(=O)Nc1ccc(C(=O)CN2CCN(c3ccccc3)CC2)cc1	-11%	33%	-8%	14%	-2	-3%	6%	-27
COc1ccc(-c2[nH]ncc2-c2csc(C)n2)c(O)c1	-5%	-15%	-6%	1%	-2	4%[57.1 µM]	12%	2
COc1nc(N)nc2nc[nH]c12	?	-40%	15%	3%	3	2%	1%	59
COC(=O)c1c(C)[nH]c(C(=O)OCC(=O)N2c3ccccc3NC(=O)C2(C)C)c1C	17%	.	-6%	5%	1	6%	7%	1
COc1ccccc1N1CCN(C(=O)c2cc(C(C)(C)C)oc2C)CC1	-6%	56%	-3%	-6%	-18	6%	3%	-14
Cc1cc2[nH]c(=O)c(=O)[nH]c2cc1S(=O)(=O)NCc1ccc(F)cc1	-1%	-14%	.	-3%	-3	.	.	.
O=C(C(=O)N1CCC(Cc2ccccc2)CC1)c1ccccc1	?	17%&23%	2%&8%	3%&-2%	-1&0	?	9%&12%	-19&-2
COc1ccc(CNC(=O)C(=O)NCCCn2ccnc2)cc1	4%	-8%	3%	6%	2	5%	-3%	19
COc1cccc(N2CC(O)=C(c3nc4ccccc4c(=O)[nH]3)C2=N)c1	-10%	0%	6%	-12%	-16	-19%	1%	?
COc1cc(CN2CCc3c([nH]c4ccccc34)C2)cc(OC)c1	?	11%	1%	-11%	-16	-12%	16%	-68*
CC[C@H](C)[C@H](NC(=O)OCc1ccccc1)C(=O)OCC(=O)N1CCN(c2ccc(OC)cc2)CC1	10%	42%	2%	16%	9	3%	5%	13
COc1ccc(C2NN=C(c3c[nH]c4ccccc34)C2O)cc1 (stereo unspecified)	10%	26%	8%	-3%	0	4%	10%	-20

Reprinted from the part before: three compounds, followed by the next part.
SMILES	TDP43 rescue	FUS yeast rescue	aSyn rescue	Abeta yeast res	D3 ag	EPAC2 antagonist	EPAC2 ag	DRD3 antagonist
COc1cc(CN2CCc3c([nH]c4ccccc34)C2)cc(OC)c1	?	11%	1%	-11%	-16	-12%	16%	-68*
CC[C@H](C)[C@H](NC(=O)OCc1ccccc1)C(=O)OCC(=O)N1CCN(c2ccc(OC)cc2)CC1	10%	42%	2%	16%	9	3%	5%	13
COc1ccc(C2NN=C(c3c[nH]c4ccccc34)C2O)cc1 (stereo unspecified)	10%	26%	8%	-3%	0	4%	10%	-20
CC(C)(C)OC(=O)N1CCC(c2c(C(=O)NCCc3ccccc3)cnn2-c2ccc(F)cc2)CC1	?	?	.	4%	7	.	.	.
Cc1ccc(NC(=O)c2nc3nccc(C)n3n2)c(C)c1	-6%	9%	0%	-7%	-11	4%	0%	-5
Cc1cccc(OCC(=O)Oc2ccc(Cl)cc2)c1	-11%	-13%	-13%	-3%	10	-2%	7%	-9
Cc1ccc(Cl)cc1NC1=NC(=S)N(C(C)C)C12CCCCC2	14%	2%	-2%	15%	-7	-2%	4%	-25
N#CCCN(C(=S)NC(=O)c1ccco1)c1ccccc1F	-36%[inhibitor]	-37%	-7%	-12%	15	0%	3%	3
CC(C)(C)CN1CCC(Oc2cccc(C(=O)NCCCOc3cccnc3)c2)CC1	9%	7%	5%	-3%	-9	1%	-10%	7
C=CCNC1=C(Cl)C(=O)N(Cc2ccccc2)C1=O	20%	-14%	1%	21%	-4	-6%	3%	-7
Cc1ccc2cc(C(c3nnnn3Cc3ccccc3)N3CCN(c4ccccc4)CC3)c(=O)[nH]c2c1 (stereo unspecified)	0%	?	5%	24%	2	-6%	8%	23
Cc1cc(C)c(NC(=S)NCC2CCN(C(C)c3ccccc3)C2)c(C)c1 (stereo unspecified)	-15%	20%	4%	6%	-7	2%	14%	-19
C[C@@H]1CN([C@@H](C)CO)C(=O)CCCn2nncc2CO[C@@H]1CN(C)S(=O)(=O)c1ccc(C#N)cc1	7%	-18%	0%	2%	1	1%	3%	-14
Cc1cc(C(=O)NC2CCCc3c2cnn3-c2cccc(C)c2C)n(C)n1 (stereo unspecified)	6%	11%	-10%	-12%	4	-13%	3%	13
Cc1cccc(C(=O)NNC(=O)CN2C(=O)c3ccccc3C2=O)c1	5%	-2%	4%	-7%	-1	2%	3%	14
CC(=O)Nc1ccc(CNc2nc3cc(-c4ccsc4)sc3c(=O)n2C)cc1	17%	0%	1%	-15%	3	-11%	7%	40
CC(NC(=O)C(c1ccccc1)c1ccccc1)C(=O)N1CCCCC1 (stereo unspecified)	11%	-24%	-13%	6%	-3	-2%	0%	-23
COC(=O)C(Cc1ccccc1)NC(=O)CNC(=O)c1ccc(Br)o1 (stereo unspecified)	1%	.	-9%	3%	-4	-3%	16%	4
Cc1cc(C)nc(NCCCc2ccccc2)n1	-5%	-22%	2%	-5%	-7	-4%	-2%	-17
COC(=O)c1cc(NC(=O)Nc2cc(OC)ccc2OC)cc(C(=O)OC)c1	3%	13%	.	-1%	0	-5%	12%	-13
CN1CCN(c2ccccc2NC(=O)c2ccc3c(c2)OCCO3)CC1	5%	14%	-4%	-8%	8	-2%	5%	-19
CCCOc1cccc(C(=O)Nc2ccc(-c3nc4ccccc4s3)c(Cl)c2)c1	20%	-14%	.	7%	10	.	.	.
CCOC(=O)c1c(C)[nH]c(O)c1C=Nc1ccccc1	15%	16%	-20%	-36%[inhibitor]	-3	-2%	-11%	45
CC(Oc1ccc(F)cc1)C(=O)Nc1ccc(S(=O)(=O)NC2=NCCCCC2)cc1 (stereo unspecified)	-26%	3%	-1%	-15%	-5	13%	10%	-29
O=C(C1CC(=O)N(c2ccc(F)cc2)C1)N1CCOCC1 (stereo unspecified)	-4%	11%	-13%	7%	9	1%	7%	3
Cc1ccc(NS(=O)(=O)c2cccc(C(=O)N3CCOCC3)c2)cc1	-1%	16%	-6%	-7%	1	8%	-7%	3
COc1ccc(CCNC(=O)CCN2C(=O)c3cccc4cccc(c34)C2=O)cc1OC	-10%	-22%	-8%	2%	1	1%	-2%	18
COc1ccc(NC(=S)N2CCCC2c2ccc(OC)c(OC)c2)cc1 (stereo unspecified)	-5%	10%	0%	-12%	7	4%	11%	6
CSc1nnc(C)c(/C=C/NOCc2cccc(F)c2)n1	-4%	4%	2%	17%	0	-9%	3%	-5
Cc1cc2c(n1-c1ccc(C(N)=O)cc1)CC(C)(C)CC2=O	0%	17%	-8%	-13%	5	16%	1%	11
CCn1cc(CN2CCC(C(=O)Nc3cccc(-c4cccc(F)c4)c3)CC2)cn1	12%	.	-5%	-18%	-21	-4%	-9%	-24
O=C(Nc1nnc(SCC(=O)N2CCOCC2)s1)C1CC(=O)N(c2ccccc2)C1 (stereo unspecified)	-16%	17%	17%	-4%	5	-8%	6%	-20
O=C(O)c1ccccc1Nc1ccc(OC(F)F)cc1	-63%[inhibitor]	0%	-5%	-24%	-10	-6%	16%	-2
COCCn1c(SCC(=O)Nc2ccccc2C(F)(F)F)nc2ccccc2c1=O	7%	6%	7%	9%	9	14%	-9%	16
CC(Sc1nncs1)C(=O)NCC(=O)Nc1ccc(F)c(F)c1F (stereo unspecified)	-4%	8%	-1%	-1%	4	6%	4%	-1
CS(=O)(=O)N(CC(=O)Nc1ccc(S(=O)(=O)N2CCOCC2)cc1)c1ccccc1Cl	15%	8%	1%	6%	2	-8%	-2%	1
COc1cc(C(=O)N2CC(C)OC(C)C2)c([N+](=O)[O-])cc1OC (stereo unspecified)	-20%	4%	3%	-23%	1	11%	1%	4
CCCCCNC(=O)c1ccc2c(=O)n(CCCOCC)c(=S)[nH]c2c1	.	5%	5%	6%	-1	2%	0%	0
COc1ccccc1C(=O)OCCN=C1NS(=O)(=O)c2ccccc21	-9%	11%	-1%	-2%	8	4%	-10%	11
CCOc1ccccc1Nc1nc2ccccc2n1C(C)C	-14%	19%	1%	-12%	-18	13%	6%	-19
COc1cc2c(cc1OC)CN(C(=S)Nc1ccccc1)CC2	5%	0%	0%	7%	-7	10%	8%	-18
COCCNC(=O)CSc1nc2cc3c(cc2c(=O)n1CCCC(=O)NCc1ccc2c(c1)OCO2)OCO3	18%	-1%	.	-20%	8	.	.	.
CC(C)(C)c1ccc(Cn2nnc3c(=O)[nH]c(C4CCCN(C(=O)c5cccs5)C4)nc32)cc1 (stereo unspecified)	-13%	?	1%	7%	0	?	5%	-10
O=C(CNC(=O)c1ccccc1)NCC(c1ccco1)N1CCCC1 (stereo unspecified)	12%	-15%	2%	9%	-5	2%	-5%	5
CCn1c(Cc2ccccc2)nnc1SCC(=O)c1c(N)n(C2CC2)c(=O)[nH]c1=O	7%	-1%	2%	9%	3	-2%	8%	1
O=C(NC1CCCCC1)c1cc(-c2cccc(Cl)c2)on1	14%	-2%	-4%	-8%	-1	-2%	4%	-13
CC(=O)N1N=C(c2ccco2)CC1c1ccc(C)cc1 (stereo unspecified)	27%	2%	0%	16%	-1	12%	-1%	4
Cc1sc2ncnc(N3CCC(C(=O)N(CC(C)C)c4nc5ccccc5s4)CC3)c2c1C	9%	16%	0%	9%	-9	4%	3%	12
CCOC(=O)C1CCN(C(=O)C2CCN(c3ncnc4c3nc3n4CCCCC3)CC2)CC1	-6%	11%	1%	.	0	6%	3%	-2
O=C(COc1ccc(/C=N/NC(=O)CSCc2ccc([N+](=O)[O-])cc2)cc1)NCc1ccco1	3%	-8%	-2%	0%	1	-5%	14%	-20
CCNS(=O)(=O)c1ccc(CCC(=O)NCc2ccccn2)cc1	-9%	-12%	-3%	-2%	3	4%	3%	-4
CC(C)(C)c1ccc(C(=O)NNC(=O)CCC(=O)Nc2ccccc2)cc1	16%	26%	-2%	7%	1	-6%	-2%	9
